Screening results deposited in PubChem by several laboratories.
AI-2 QS modul: Vibrio harveyi AI-2 quorum sensing modulators, primary screen, JMH597 strain, luminescence/OD600 ratio; Vibrio harveyi JMH597 AI-2 luminescence/OD600 ratio, 9 h; stronger effect = lower value; strain lacks LuxN and CqsS sensors; 0 = neutral-control median; activity change, % at 7.5 µM; 300,000 tested, 0.4% active; in the data active = activity change below about -75%, passing the limit was not always enough; inconclusive = no clear call, values can overlap the other calls;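 note: luminescence divided by OD600 gain over 9 h not by final OD600 alone; inactives centre near 13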
HSF1 inhib: HSF1 inhibitors in luciferase reporter cells, primary screen, cell-based, NIH3T3, luminescence | NIH3T3-HGL HSE-luciferase, MG132-induced, luminescence 8 h; stronger effect = lower value | activity change, negative = inhibition, % at 7.5 µM (by protocol) | 300,000 tested, 0.77% active | AID 2098, 2009;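 active = more than half of replicate wells show activity change below -50%, luminescence cut by over half; inconclusive = some wells, but at most half, below -50%; inactive = no replicate well below -50%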;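 note: luciferase reports HSF-1 transcriptional activity via heat shock element; 0% = median of DMSO wells and -100% = zero luminescence signal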
HSF1 activator: HSF-1 activators, primary screen, NIH3T3-HGL cells, MG132 stress, luminescence, single point; activation, % at 9 µM; AID 504408, 2011; NIH3T3-HGL HSF-1 luciferase reporter, 8 h; 100% = twice DMSO control signal; 300,000 tested, 1.7% active;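 active = mean replicate activation of at least 50% with a set share of replicates each reaching 50%; inconclusive = only one of those two conditions met; inactive = mean below 50% and too few replicates reaching it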;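 note: 0% = median of the neutral control wells and 100% = twice that signal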
aSyn UTR inh: MLPCN primary screen, SNCA 5' untranslated region; inhibition, % (tested at 7.5 µM); AID 1813, 2009; alpha-synuclein 5'UTR reporter, inhibitor activity; 300,000 tested, 0.82% active; in the data active = inhibition above about 60%; inconclusive = no clear call, values can overlap the other calls;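 note: H4 neuroglioblastoma cells stably carrying SNCA 5'UTR luciferase fusion; 0% = DMSO wells and 100% = positive control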
SKKanGAS inh: S. pyogenes SKKanGAS growth inhibitors in kanamycin, primary screen, streptokinase expression inhibitor project, SKKanGAS strain, BacTiter-Glo luminescence; 6 h; inhibition, % at 7.5 µM; 300,000 tested, 1.3% active; AID 1662, 2009;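 active = mean replicate score, as percent of positive control median, at least 50; inconclusive = mean below 50 but one replicate at or above 50; inactive = mean and every replicate below 50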;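 note: strain carries kanamycin resistance gene driven by streptokinase promoter and grows in 40 µg/ml kanamycin; loss of luminescence reflects streptokinase promoter inhibition or plain growth inhibition; 0% = median of DMSO wells and 100% = positive control at its reference dose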
KLF5 inhibitor: KLF5 expression inhibitors, primary screen, DLD-1 cells, luminescence | DLD-1 KLF5 promoter-luciferase reporter | inhibition, % at 5 µM | 290,000 tested, 0.23% active | AID 1700, 2009;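 active = inhibition above a per-plate limit of that plate's mean compound inhibition plus 3 SD, cut at about 60% in these data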;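 note: 0% = DMSO wells and 100% = LY294002 at 200 µM; higher means less KLF5 promoter-driven luciferase light; inactives centre near -14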
HIF act: HIF pathway transcriptional activators, primary screen, cell-based, U2OS HRE-luciferase, luminescence; AID 1910, 2009; 300,000 tested, 0.32% active; U2OS HRE-luciferase reporter; normalized: DMSO 0%, desferrioxamine 100%; activation, % at 7.5 µM (by protocol);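 active = mean activation of at least 10% of the iron chelator positive control signal, with at least half of replicates also reaching 10%; inconclusive = mean and replicate majority disagree about reaching 10%; inactive = mean and most replicates under 10%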
IEC-6 cytotox: cytotoxicity in IEC-6 intestinal epithelial cells, primary screen, cytotoxicity control for KLF5 inhibitor project, cell-based, luminescence | AID 1825, 2009 | IEC-6 cytotoxicity, luminescence viability | inhibition, % at 5 µM | 290,000 tested, 0.78% active; in the data active = inhibition above about 22%;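 note: 0% = plate median of test compound wells and 100% = cytotoxic reference compound wells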
HSP90 refold inh: HSP90 inhibitors, primary screen, cell lysate, luminescence; Heat shock protein HSP 90 (rabbit reticulocyte lysate; luciferase refolding); Rabbit reticulocyte lysate, luciferase refolding luminescence, 3 h; inhibition, % at 5.6 µM; 290,000 tested, 0.91% active;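 active = inhibition above the screen-wide mean plus 3 SD, computed separately per campaign, cut at about 16% in these data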;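 note: 0% = DMSO wells and 100% = 60 µM geldanamycin wells; inhibitors lower the luminescence because luciferase stays unfolded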
Platelet DG rel: inhibitors of platelet dense granule secretion, primary screen, cell-based, MLPCN, human platelets. 300,000 tested, 0.22% active. inhibition, %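 (compounds screened at 7.5 µM in platelet-rich plasma)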. human platelet-rich plasma, SFLLRN dense granule ATP release, luminescence;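 active = mean replicate score, as percent of positive control, at or above 50; inconclusive = mean below 50 but at least one replicate at or above 50; inactive = mean and every replicate below 50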
An asterisk follows results filed as active; u = inconclusive; x = not tested or not shown. Compounds were not picked by outcome; 6% or so of the library scored in one or more.

mol | AI-2 QS modul | HSF1 inhib | HSF1 activator | aSyn UTR inh | SKKanGAS inh | KLF5 inhibitor | HIF act | IEC-6 cytotox | HSP90 refold inh | Platelet DG rel
CCOC(=O)c1ccc(NC(=O)C2=C(C)Nc3nc(CCCO)nn3C2c2cccc(C)c2)cc1 (stereo not given) | 13 | -7 | 12 | -13 | 0 | -29 | 0.2 | 5 | 1 | 23
Cc1ccc(C(=O)C(OC(=O)COc2ccccc2C)c2ccccc2)cc1 (stereo not given) | 21 | 1 | -14 | 3 | 13 | 6 | -0.6 | -8 | 0 | 8
Cc1cccc(OCC(=O)N2CCN(C(=O)Cc3ccccc3)CC2)c1 | 0 | -7 | -26 | -1 | 1 | -39 | -0.2 | -3 | 3 | -13
CCn1c(=O)cc(OCC(=O)NCCc2ccc(OC)c(OC)c2)c2ccccc21 | 3 | 2 | -3 | 22 | -7 | -38 | 0.2 | 4 | 48* | -5
CCOCCn1c(=O)c2c(nc3n2CC(C)CN3Cc2ccccc2)n(C)c1=O (stereo not given) | 20 | 2 | 9 | 14 | -1 | -8 | 0.2 | -8 | -2 | 6
CCOc1ccc(-c2nnn(CC(=O)c3ccc4c(c3)OCCO4)n2)cc1 | 29 | 8 | 15 | -18 | -4 | 1 | -0.6 | -2 | -4 | -6
CC(C)N(C(=O)CSc1nc2ccccc2n1Cc1ccc(F)cc1)C(C)C | 7 | 10 | 5 | -4 | 7 | -13 | -1.0 | -5 | 1 | 1
Cc1cccc(OCC(=O)NCC(=O)N/N=C/c2ccc(O)cc2O)c1 | 0 | 6 | 13 | 8 | 1 | 40 | 2.3 | 4 | 3 | 1
CC1CN(C(=O)c2ccccc2Oc2ccccc2)CC(C)O1 (stereo not given) | 19 | 7 | 0 | 4 | 6 | -28 | 0.4 | -6 | -2 | -5
COc1ccc2nc(SCC(=O)NC(C)C)[nH]c2c1 | 24 | 0 | 1 | -17 | -1 | 3 | 0.1 | 1 | 0 | 0
Cc1c(NC(=O)C(C)OC(=O)CC2Sc3ccccc3NC2=O)c(=O)n(-c2ccccc2)n1C (stereo not given) | 11 | 3 | -18 | -26 | -1 | -15 | 2.2 | 1 | -2 | -2
NCCCC[C@@H](C(=O)N1CCNCC1)n1cc([C@@H](N)CO)nn1 | 9 | -41 | -56 | 4 | 1 | -13 | 0.1 | 4 | 7 | 6
Cc1cc(C)nc(NS(=O)(=O)c2ccc(NC(=O)c3ccc(N4C(=O)CCC4=O)cc3)cc2)n1 | 12 | 4 | 21 | -22 | 1 | 14 | -0.1 | 3 | 1 | 21
Cc1ccc2c(C)c(C(=O)N(Cc3ccccc3)C3CCS(=O)(=O)C3)oc2c1 (stereo not given) | 3 | -6 | -14 | 16 | 1 | 6 | -0.2 | 5 | 1 | 15
O=C(NCC(=O)N(c1cccnc1)C(C(=O)NC1CCCC1)c1cccs1)c1cccs1 (stereo not given) | 1 | 1 | 13 | 24 | -2 | 3 | 0.1 | 4 | -4 | 2
NC(=O)CN(C/C=C/c1ccccc1)C/C=C/c1ccccc1 | 41 | -4 | 2 | 0 | -16 | -26 | -3.1 | 0 | 3 | -3
O=C(CNC(=O)c1cccs1)Nc1ccncc1 | 12 | -4 | -12 | -13 | -8 | x | -0.3 | x | x | -8
COc1cccc(-c2cc3nc4c(c(NCC(C)(C)CN(C)C)n3n2)CCCC4)c1 | 10 | u | -56 | -36 | 4 | -40 | 2.4 | 0 | 46* | -3
CCN(CC)CCC(c1cc(OC)c(OC)c(OC)c1)c1c(OC)cc(OC)c2ccc(=O)oc12 (stereo not given) | 18 | 0 | -1 | 4 | 0 | x | -1.3 | x | x | 4
CC(C)NC(=O)[C@H](CSCc1ccccc1)N1Cc2ccccc2C1=O | 10 | 6 | -3 | 8 | 2 | -19 | x | 1 | 1 | -1
O=C(CN1C(=O)NC2(CCCCC2)C1=O)N1CCN(S(=O)(=O)c2cccc(F)c2)CC1 | 14 | -8 | -10 | 8 | -4 | -13 | -0.4 | -13 | -5 | 30
Cc1ccc(C(=O)C2C(c3ccc(-c4ccccc4[N+](=O)[O-])o3)NC(=O)NC2(O)C(F)(F)F)cc1 (stereo not given) | 4 | 5 | 11 | 43 | 22 | -19 | -1.3 | 3 | 5 | 10
Cn1c(C(=O)OC(C(=O)NCC2CCCO2)c2cccnc2)cc2sccc21 (stereo not given) | 52 | 8 | 23 | 27 | x | -13 | 0.5 | -7 | 0 | 5
CCOC(=O)N1CCC(NC(=O)c2cc(C(=O)NCc3cccc(Cl)c3)ccc2CO)CC1 | 17 | 8 | 2 | 14 | 0 | 3 | 0.5 | 9 | 5 | -2
Nc1cccc(/C=C/c2ccncc2)c1 | 9 | 8 | 54* | -68 | -1 | -21 | 0.4 | 9 | 2 | 12
COc1ccc(NC(=S)N2CCOCC2)c(OC)c1 | 24 | -1 | 23 | 25 | 0 | -25 | -0.1 | 1 | 5 | 21
COc1ccccc1C(=O)NC(=S)Nc1ccc(NC(=O)c2cccs2)cc1 | 18 | 11 | 34 | -7 | 33 | 5 | 0.4 | 0 | -8 | -1
Cc1c(Br)c([N+](=O)[O-])nn1CC(=O)N1CCN(C23CC4CC(CC(C4)C2)C3)CC1 | 11 | -5 | -5 | -18 | 5 | -1 | 0.1 | 5 | 1 | 1
N#CCN1CCC(c2cc(-c3ccco3)n[nH]2)CC1 | 9 | -6 | -12 | 2 | -7 | 7 | 0.4 | 2 | -1 | 3
CCOC(=O)c1oc2ccc(CNC3CCCCC3)c(Cl)c2c1C | 0 | 4 | 4 | -25 | 4 | -32 | -0.5 | 1 | -1 | 4
Cc1ccc(NC(=O)Cn2c(=O)n(Cc3ccco3)c(=O)c3ccccc32)c(C)c1 | 36 | -7 | 4 | 10 | 2 | -19 | 0.4 | 5 | 5 | 2
CN(C(=O)/C=C/c1ccccc1)C1CCCCC1 | 10 | 32 | u | -98 | 0 | x | 2.0 | x | x | -7
CCCOc1ccc(C(=O)Nc2ccc(N3CCN(C(C)=O)CC3)cc2)cc1 | 30 | 15 | 3 | 9 | -9 | -3 | 1.6 | 3 | 2 | -1
Cc1nn(CCCC(=O)Nc2cccnc2)c(C)c1[N+](=O)[O-] | 17 | -1 | -11 | -5 | -5 | 2 | -0.4 | 1 | 4 | 1
Cc1cc(O)c(C(C)C)cc1N=C1CSC(=O)N1 | -5 | -4 | -18 | -12 | 30 | 3 | 0.0 | -2 | -1 | -3
Cc1c(N)cc[n+](CC(=O)c2ccccc2)c1C | 20 | -6 | -12 | -12 | 2 | -2 | 0.1 | 0 | 0 | 8
Cc1cccc(NC(=O)CSc2cc(C)c(C#N)c3nc4ccccc4n23)c1 | 21 | 268 | 417* | -2 | 8 | -19 | -1.5 | -9 | 3 | 3
CC1=C(C(=O)Nc2ccccn2)C(c2cn(C)nc2C)C2=C(CCCC2=O)N1 (stereo not given) | 10 | -7 | 1 | -13 | -11 | -22 | 0.3 | -1 | 0 | 6
CCOC(=O)CC1C(=O)NCCN1S(=O)(=O)c1ccc(OC)cc1 (stereo not given) | 1 | -3 | 8 | 14 | -13 | -24 | 0.0 | 5 | 1 | 3
O=c1[nH]c(NC2CCN(S(=O)(=O)c3ccccc3C(F)(F)F)CC2)nc2c1CCCC2 | 9 | 0 | -3 | 18 | 12 | -4 | 7.7 | 12 | 7 | 6
Cc1ccccc1CN1CCN(C(=O)CC(C)C)CC1 | 2 | -86* | -88 | 7 | -2 | 14 | -1.0 | 9 | 1 | 8
COc1ccccc1N1CCN(S(=O)(=O)c2cn(C)cn2)CC1 | 17 | 9 | 4 | -8 | -7 | -8 | -0.3 | 1 | 2 | 7
COc1ccc(Cl)c2c1[nH]c1nc(SCc3cccnc3)nnc12 | 36 | 0 | 9 | 18 | 14 | -17 | 0.1 | -2 | -6 | -3
O=C(Nc1ccccc1NC(=O)c1c(F)cccc1F)c1c(F)cccc1F | 1 | 1 | -9 | -9 | -5 | 4 | 0.4 | -7 | 2 | 0
COc1ccccc1C(=O)Nc1ccon1 | 6 | -2 | -4 | -23 | 8 | 1 | 0.4 | 4 | 2 | 9
Cc1ccc(-c2ccccc2NC(=O)CCl)o1 | 3 | 1 | 5 | -13 | -5 | 0 | 0.0 | 2 | 1 | 9
O=C1OC(/C(=C\Nc2cc(Cl)ccc2O)[N+](=O)[O-])c2ccccc21 (stereo not given) | 13 | 12 | -5 | -102 | 0 | 7 | -0.5 | -3 | 38* | 1
Cc1nn(-c2ccccc2)c(C)c1N | -2 | -10 | 15 | -13 | -2 | -20 | 0.0 | 5 | -1 | -2
Cc1ccc(S(=O)(=O)NC2CC3CCC2C3)cc1 (stereo not given) | 26 | -2 | 31 | 9 | -7 | x | -0.3 | x | x | -23
O=C(CCCc1ccccc1)Nc1ccccn1 | 5 | 7 | 16 | -111 | 2 | -42 | 15* | -6 | -3 | -8

Continued.
mol | AI-2 QS modul | HSF1 inhib | HSF1 activator | aSyn UTR inh | SKKanGAS inh | KLF5 inhibitor | HIF act | IEC-6 cytotox | HSP90 refold inh | Platelet DG rel
COc1ccc(-c2csc3nc(-c4cccnc4)nc(Cl)c23)cc1OC | 10 | 5 | -13 | -23 | 14 | -5 | -0.1 | 4 | -1 | 0
CN=c1scc(-c2ccco2)n1/N=C/c1ccc(O)c(O)c1 | -6 | -83* | -83 | -242 | -10 | -21 | -2.1 | 17 | 17* | 32
CCS(=O)(=O)Nc1ccc(C2=NN(C(=O)c3ccco3)C(c3ccc(C)cc3)C2)cc1 (stereo not given) | 33 | 15 | 9 | 7 | 7 | 21 | 0.0 | 1 | 3 | 18
O=C(COn1nnc2ccc(S(=O)(=O)N3CCOCC3)cc21)Nc1c(F)c(F)c(F)c(F)c1F | 4 | -5 | 6 | -4 | 9 | -25 | -0.2 | 3 | -3 | -8
COc1ccc(CCC(=O)N2CCCC(Nc3ccc(C)c(C)c3)C2)cc1OC (stereo not given) | -5 | 1 | -6 | -1 | 5 | -13 | 1.0 | 1 | -3 | -5
COc1ccc(NS(=O)(=O)c2cc(C)ccc2NC(=O)c2cc(C)oc2C)cc1 | 21 | -6 | -20 | 103* | 13 | 62* | 0.6 | 82* | -1 | 14
COc1ccc(C(=O)OCC(=O)NC(C)CCc2ccccc2)cc1 (stereo not given) | 28 | -1 | 17 | -10 | -8 | -30 | -25 | -4 | 5 | -5
